TLR4-MyD88 BLA = blocks binding of human TLR4 to MyD88; inhibition, % at 8.4 µM; HeLa CL3-4 TLR4/MyD88 BLA complementation, FRET ratio; O00206+Q99836; 200,000 tested, 0.18% active; in the data active = inhibition above about 25%;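 note: 0% = vehicle and 100% = reference inhibitor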
ROMK mod = modulates human ROMK potassium channel activity | P48048 | Tet-inducible ROMK, thallium flux fluorescence; actives lie on both sides | B-score at 10 µM | 130,000 tested, 2% active | AID 1918;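 active = signal ratio slope over the read window, or its plate-corrected B-score, at least 3 SD from the plate mean, either direction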;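 note: B-score of the F/F0 ratio slope over 7 to 12 s after thallium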
Target sequence (P48048 whole entry, looked up): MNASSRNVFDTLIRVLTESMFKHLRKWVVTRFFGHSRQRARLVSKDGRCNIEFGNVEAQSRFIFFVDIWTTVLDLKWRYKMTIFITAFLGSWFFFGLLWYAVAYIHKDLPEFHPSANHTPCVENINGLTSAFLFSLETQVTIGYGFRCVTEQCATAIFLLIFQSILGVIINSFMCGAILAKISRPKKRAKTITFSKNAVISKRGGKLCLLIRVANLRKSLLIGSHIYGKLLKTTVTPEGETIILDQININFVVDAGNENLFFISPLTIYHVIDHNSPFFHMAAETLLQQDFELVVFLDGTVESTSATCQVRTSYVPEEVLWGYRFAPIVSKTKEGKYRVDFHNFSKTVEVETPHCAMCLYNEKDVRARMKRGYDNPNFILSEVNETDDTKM
PPARg SRC-3 ag = PPARgamma-driven SRC-3 recruitment agonism. P37231. AID 731. 200,000 tested, 0.26% active. biochemical PPARgamma/SRC-3 coactivator recruitment assay. activation, % at 8 µM; in the data active = activation above about 23%;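 note: 0% = DMSO and 100% = reference agonist; some compounds past the cut are filed as inactive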
Target sequence (P37231 whole entry, looked up): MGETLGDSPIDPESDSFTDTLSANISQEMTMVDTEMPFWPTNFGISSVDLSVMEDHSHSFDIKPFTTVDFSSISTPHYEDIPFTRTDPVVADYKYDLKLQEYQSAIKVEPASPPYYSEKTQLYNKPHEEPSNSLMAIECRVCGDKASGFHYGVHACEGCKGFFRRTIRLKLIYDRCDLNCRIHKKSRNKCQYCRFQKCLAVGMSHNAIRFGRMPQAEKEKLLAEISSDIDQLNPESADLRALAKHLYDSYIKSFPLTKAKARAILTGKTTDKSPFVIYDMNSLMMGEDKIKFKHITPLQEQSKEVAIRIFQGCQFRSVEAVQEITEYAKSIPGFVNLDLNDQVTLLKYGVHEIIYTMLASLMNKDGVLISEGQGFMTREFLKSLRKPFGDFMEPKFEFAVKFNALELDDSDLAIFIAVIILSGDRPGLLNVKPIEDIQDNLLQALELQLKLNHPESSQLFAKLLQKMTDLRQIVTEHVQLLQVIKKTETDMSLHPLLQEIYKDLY
PPARg SRC-2 ag = agonists of SRC-2 recruitment by human PPARgamma; activation, % at 8 µM; AID 1032; 200,000 tested, 0.34% active; P37231; PPARgamma LBD-SRC-2 recruitment, biochemical; in the data active = activation above about 22%;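 note: 0% = vehicle and 100% = reference agonist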
STAT3 act = activators of IL-6 induced STAT3 signaling; U3A cells, IL-6 STAT3-luciferase reporter, luminescence; 100% = signal with IL-6 EC80 alone; activation (% of control), % at 5.6 µM; 190,000 tested, 0.91% active; AID 871;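 active = activation above the screen-wide mean of compound activation plus 3 SD, cut at about 130% in these data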;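 note: 0% = background luminescence of wells with medium and substrate only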
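Test system: Human STAT1-deficient U3A cells with stable STAT3-luciferase reporter | Also added: Interleukin-6, 33 ng/mL | Timing: Compound pre-incubation 1 h before IL-6, then 6 h stimulation at 37 °C | Technique: Luciferase reporter luminescence | Read-out: Percent of IL-6-only median luminescence | Benchmarks: IL-6-only wells as 100% reference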
STAT1 inh = inhibitors of IFN-gamma induced STAT1 signaling | NIH 3T3 STAT1-luciferase reporter, luminescence | inhibition, % at 5.5 µM | 200,000 tested, 0.35% active | AID 920;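 active = inhibition above a set limit, the mean inhibition across all tested compounds plus 3 SD, cut at about 34% in these data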;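 note: 0% = IFN-gamma with DMSO and 100% = IFN-gamma with 300 µM nifuroxazide; values of inactives mirror those of a sister screen read the other way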
S1P3 antag = S1P3 (human) receptor antagonism. CHO S1P3 NFAT-BLA reporter, FRET fluorescence, antagonist mode. inhibition, % at 4.98 µM. 170,000 tested, 0.27% active;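 active = inhibition above the plate cutoff, the mean inhibition of test wells on that plate plus 3 SD, cut at about 28% in these data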;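 note: cells challenged with S1P at its EC80 of 0.8 µM; blue over green emission ratio from cleaved BLA substrate after 4 h stimulation; 0% = S1P-stimulated wells and 100% = unstimulated DMSO-only wells; some compounds past the cut are filed as inactive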
RAM inhibit = inhibitors of the yeast RAM network. inhibition, % at 50 µM. AID 868. 190,000 tested, 1.8% active. S. cerevisiae dse1pr::URA3 reporter, 5-FOA growth OD615, 2 d; analog-sensitive cbk1-as2 kinase mutant strain;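 active = inhibition above a set limit, 3 SD over mean compound inhibition, cut at about 8.4% in these data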;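 note: 0% = DMSO-only wells with no growth and 100% = 10 µM 1-NA-PP1 full growth; inhibition rescues growth on 5-FOA so higher OD means more RAM inhibition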
PPARg SRC1 recr = PPARgamma-driven SRC-1 recruitment agonism; P37231; PPARgamma-SRC-1 coactivator recruitment biochemical assay; activation, % at 8 µM; 200,000 tested, 0.41% active; AID 631; in the data active = activation above about 19%;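 note: 0% = DMSO and 100% = reference agonist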
SRC2 TRFRET art = TR-FRET artefact, counter-screen to PPARgamma/SRC-2 agonist assay | 200,000 tested, 0.4% active | stronger effect = higher value | TR-FRET ratio at 8 µM; in the data active = TR-FRET ratio above about 2000; note: inactives centre near 1500
STAT3 blocker = STAT3 signaling inhibition. U3A cells, IL-6 STAT3-luciferase reporter, luminescence; host cell line lacks STAT1. inhibition, % at 5.5 µM. 190,000 tested, 0.89% active;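 active = inhibition above the mean inhibition across all screened compounds plus 3 SD, cut at about 44% in these data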;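 note: 0% = DMSO only wells and 100% = 100 µM nifuroxazide control wells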
* hit, by the source's call; nt = not tested or not shown; & = joins results of further samples.

SMILES	TLR4-MyD88 BLA	ROMK mod	PPARg SRC-3 ag	PPARg SRC-2 ag	STAT3 act	STAT1 inh	S1P3 antag	RAM inhibit	PPARg SRC1 recr	SRC2 TRFRET art	STAT3 blocker
O=C(Nc1ccc2c(c1)OCO2)c1cc2nc(C3CC3)cc(C(F)(F)F)n2n1	2	0.12	-2	-3	103	4	nt	2.2	0	1427	2
O=C(NCCC(c1ccccc1)c1ccccc1)c1cccs1	0	-0.17	1	2	103	2	4	1.5	0	1563	-3
Cc1ccc(-c2nnn(CC(=O)N(c3ccccc3F)C(CC(C)C)C(=O)NCC3CCCO3)n2)cc1 (configuration not stated)	-9	nt	10	4	99	-2	nt	0.7	3	1621	7
Cc1cc(=O)[nH]c(Nc2ccc(C(=O)OC(C)C)cc2)n1	2	0.35	-3	-2	105	-13	8	0.9	-4	1783	-1
Cc1nc2ccccc2c(=O)n1NC(=O)c1ccccc1Cl	9	nt	10	-1	98	-5	-26	-0.1	2	1448	6
Cc1cc(C)nc(NC2=NCC(=O)N2c2cccc(Cl)c2)n1	1	0.88	1	3	95	3	nt	1.6	8	1624	8
COC(=O)c1cc(OC)c(OC)cc1NC(=O)Cn1nnc(-c2ccccc2Cl)n1	-3	nt	-4	4	104	-6	4	2.4	3	1469	2
Cc1c(NC(=O)C(C)Sc2n[nH]c(N)n2)c(=O)n(-c2ccccc2)n1C (configuration not stated)	-10	0.099	1	9	93	6	nt	1.3	-1	1509	6
NC(=O)c1cc(S(=O)(=O)NC2CCCCC2)co1	7	nt	-3	-2	99	-5	5	3.2	2	1389	9
O=C(OCC#CCSc1nnc(-c2cccc3ccccc23)o1)c1cccs1	-8	-1.2	9	11	82	5	-20	14*	5	1645	22
CCCN1CCC(=NNC(=O)CSc2cc(C)c(Br)cc2C)CC1	8	nt	5	1	98	-5	-2	1.1	3	1557	3
COc1ccc(N(C)C(=O)c2cc3c(Cl)nc4ccccc4c3s2)cc1	-1	nt	2	7	103	4	-2	4.2	2	1705	-4
Cc1ccc(-c2ccc(/C=N\NC(=O)c3cc4c(ccc5ccccc54)o3)o2)cc1[N+](=O)[O-]	8	0.43	6	7	101	1	nt	7.9	1	1684	6
C/C(=N\NC(=S)NCc1ccccc1)c1ccco1	3	1	0	-4	104	-6	5	-0.4	-4	1532	0
O=C(c1cccs1)N1CCN(Cc2ccccc2)CC1	-13	0.76	-2	5	92	8	-13	-0.4	0	1458	10
COc1cc(C(c2oc(CO)cc(=O)c2O)c2oc(CO)cc(=O)c2O)cc(OC)c1OC	-4	1.8	8	6	95	-1	8	-1.1	10	1475	9
O=C(CC1SCCNC1=O)Nc1cccc(Cl)c1 (configuration not stated)	-6	0.54	0	0	100	-6	15	0.5	6	1533	4
Cc1c(O)cc2n(c1=O)-c1ccccc1C2(C)C	8	0.74	-2	-4	104	-5	nt	1.0	5	1487	-2
Cc1ccc2cc(C#N)c(N3CCN(C)CC3)nc2c1	-11	nt	-5	-5	94	0	nt	1.3	-1	1493	9
Cc1ccnc(NC2OC(=O)c3ccccc32)c1 (configuration not stated)	0	0.45	-4	-1	102	-3	nt	1.2	-4	1570	-2
Cc1ccccc1CNC(=O)/C=C\C(=O)O	-3	0.099	4	5	104	13	4	0.0	3	1536	-7
CCOc1cc(C2C3=C(CCCC3=O)Nc3ccc4ncccc4c32)ccc1O (configuration not stated)	4	0.85	3	1	98	11	-6	0.8	-4	1569	7
O=C(CN1C(=O)C2CC=CCC2C1=O)NCC1COc2ccccc2O1 (configuration not stated)	1	nt	-3	-5	102	-11	nt	0.1	2	1400	1
Nc1nc(-c2cccnc2)nn1C(=O)c1ccc(F)cc1	-7	-1.3	2	9	93	-4	-12	-0.7	5	1554	13
Cn1ccnc1C1CCCCN1C(=O)c1cc(COc2ccc(F)cc2Cl)on1 (configuration not stated)	-8	-0.64	6	5	95	-3	-5	0.1	3	1703	11
CCn1cc(/C=N\NC(=O)c2ccc(F)cc2)cn1	1	-0.65	2	-11	98	2	6	0.1	-3	1365	7
Cc1ccc(CCNC(=O)C2CCCN(S(=O)(=O)c3c(C)nn(C)c3C)C2)cc1 (configuration not stated)	3	nt	-1	3	92	8	-12	0.9	-2	1503	18
CN=C1C([N+](=O)[O-])=CC=C2C1=NC1(CCCCC1)N2O	11	nt	3	2	97	9	21	0.9	2	1687	3
O=S(=O)(c1ccccc1)c1nc(-c2ccccc2)oc1N1CCOCC1	-5	nt	17	21	99	1	0	0.6	10	1830	4
S=C1NC2CCCCC2N1 (configuration not stated)	5	0.2	-3	8	100	5	0	1.8	6	1373	-1
N#C/C(=C\c1c[nH]c2ccccc12)c1nnc2n1CCCCC2	6	nt	-3	-2	89	1	14	0.4	0	1487	16
Cc1cccc(N(CC(=O)NC(C)(C)C)C(=O)CS(=O)CC(=O)Nc2ccc(F)cc2)c1 (configuration not stated)	9	-0.08	6	6	101	6	-4	0.3	4	1581	4
O=c1nc(-c2ccccc2)cc(C(F)(F)F)[nH]1	0	nt	-2	6	110	1	nt	0.7	2	1570	-6
COC(=O)c1cn(NC(=O)c2cccnc2)c(=O)c2ccccc12	-2	-0.35	-2	1	91	4	nt	2.8	0	1603	11
Cc1ccc(-c2csc(NC(=O)c3ccc4c(=O)n5c(nc4c3)CCCCC5)n2)cc1	-4	nt	-3	3	100	3	4	0.4	-4	1593	-1
Cc1nn(C)cc1/C=C(/C#N)C(N)=O	1	-0.47	2	8	101	2	-9	1.0	1	1450	2
CCC(C)NCC(O)COCc1ccc(Cl)cc1 (configuration not stated)	-3	nt	-10	4	104	-9	-5	0.7	-3	1632	-2
NS(=O)(=O)c1ccc(NCC2COc3ccccc3O2)c([N+](=O)[O-])c1 (configuration not stated)	10	-0.62	1	-1	98	-1	1	4.6	2	1514	5
CC1CCN(C(=O)Cn2cc(C(=O)c3ccco3)c3ccccc32)CC1	-6	-0.34	-2	-6	101	7	27	2.1	-4	1447	6
Cc1ccc(C2(c3noc(CN4CCC(C(=O)N5CCOCC5)CC4)n3)CCCC2)cc1	1	-0.54	7	0	101	4	5	0.6	2	1634	2
COc1ccc(/C=C2\CCC(C3CCCC3)C2=O)cc1Cn1nc(C)cc1C (configuration not stated)	-11	-0.024	1	-1	105	6	-9	-0.1	-8	1428	-8
Cc1ccc(S(=O)(=O)c2c(C(=O)c3ccccc3)cnc3cc4c(cc23)OCCO4)cc1	-1	nt	-2	-1	105	-7	-10	2.0	7	1604	-12
CCn1ccnc1CNC(=O)CC1C(=O)NCCN1CC(c1ccccc1)c1ccccc1 (configuration not stated)	-10	-1	4	5	93	6	-29	3.9	10	1673	12
CC(C)(C)C1CCC2(CC1)C(Nc1cccc(C(F)(F)F)c1)=NC(=S)N2CC#N (configuration not stated)	4	-0.38	3	7	99	7	nt	5.2	-7	1402	4
COc1ccc(CN2CCC(C(=O)N3CCN(c4ccccc4F)CC3)CC2)cc1OC	-3	nt	3	4	91	-3	-45	0.3	5	1764	15
COc1cc(/C=N/Nc2ncnc3sc4c(c23)CCC4)ccc1O	13	-0.29	2	6	94	12	2	0.1	-6	1417	10
Cc1ncsc1CCOC(=O)c1ccc([N+](=O)[O-])cc1	4	nt	7	7	91	-8	0	0.0	5	1642	13
O=C(CNc1cccc2ccccc12)N/N=C/c1ccc([N+](=O)[O-])cc1	-2	nt	-1	0	118	5	-12	3.6	0	1768	-22
COc1ccc(N(C(=O)c2cc3ccccc3oc2=O)C2C=CS(=O)(=O)C2)c(OC)c1 (configuration not stated)	-11	0.78	2	1	106	5	6	2.4	-3	1470	-5
COc1cccc(NC(=S)NCc2ccncc2)c1	-11	nt	3	5	95	4	3	0.9	9	1652	8

Continued.
SMILES	TLR4-MyD88 BLA	ROMK mod	PPARg SRC-3 ag	PPARg SRC-2 ag	STAT3 act	STAT1 inh	S1P3 antag	RAM inhibit	PPARg SRC1 recr	SRC2 TRFRET art	STAT3 blocker
Cc1ccc(/C(N)=N/OC(=O)CCC2CCCCC2)cc1	10	nt	-1	2	108	0	nt	0.7	-3	1580	2
O=C(COc1ccc(Cl)cc1)NCCc1ccccn1	-7	-0.27	2	2	105	-1	-10	1.6	18	1587	3
Cc1nn(C)cc1C(=O)Nc1c(C)nn(Cc2ccccc2Cl)c1C	5	-0.05	2	1	103	-1	12	-0.1	8	1471	-5
O=C(N(c1ccccn1)c1ccccn1)C12CC3CC(CC(Cl)(C3)C1)C2	13	0.6	3	19	97	-2	-12	-0.1	11	1677	6
COc1cccc(C(NC(=O)c2ccccc2F)NC(=O)c2ccccc2F)c1	7	-0.016	-11	-4	99	2	nt	4.2	-10	1482	6
COCCCNC(=O)CCc1ccccc1	1	-0.2	3	-9	95	-1	-5	1.8	3	1424	8
Cc1cccc(C(=O)OCC(=O)Nc2nccs2)c1	-11	nt	-2	-1	101	-11	nt	4.0	2	1540	4
CCOc1ccc(/C(C)=N/NC(=O)C(OC)c2ccccc2)cc1 (configuration not stated)	-6	0.72	1	-2	104	1	-12	0.1	-2	1403	-3
O=C(O)CC1S/C(=N/N=C/C=C/c2ccccc2)NC1=O (configuration not stated)	-6&-11	nt	1&-1	0&-3	96&103	5&-13	-12&-16	3.6&2.1	7&0	1609&1338	8&2
CC(=O)NCCc1nc2ccccc2n1Cc1ccc(C)cc1	-4	nt	-4	-2	96	0	nt	-0.1	8	1414	14
O=C1CC(N2CCN(Cc3ccc4c(c3)OCO4)CC2)C(=O)N1c1cccc2ccccc12 (configuration not stated)	7	-3.1*	5	0	102	2	-8	0.4	-11	1529	0
CC(C)Nc1cc(N2CCCC2)ccc1[N+](=O)[O-]	8	nt	3	6	102	12	nt	2.5	6	1554	2
CCOc1ccccc1N(CC(=O)OC)S(=O)(=O)c1ccccc1	2	-0.11	-8	-8	105	6	-23	1.4	-2	1404	-2
COc1ccccc1NC(=O)c1ccc(Cl)c(S(=O)(=O)N2CCOCC2)c1	7	-0.2	-17	-3	92	1	-37	1.3	-8	1388	13

Nothing new here: an excerpt of the list.
SMILES	TLR4-MyD88 BLA	ROMK mod	PPARg SRC-3 ag	PPARg SRC-2 ag	STAT3 act	STAT1 inh	S1P3 antag	RAM inhibit	PPARg SRC1 recr	SRC2 TRFRET art	STAT3 blocker
CC(=O)NCCc1nc2ccccc2n1Cc1ccc(C)cc1	-4	nt	-4	-2	96	0	nt	-0.1	8	1414	14
O=C1CC(N2CCN(Cc3ccc4c(c3)OCO4)CC2)C(=O)N1c1cccc2ccccc12 (configuration not stated)	7	-3.1*	5	0	102	2	-8	0.4	-11	1529	0
